Pol kappa inh: qHTS for Inhibitors of Polymerase Kappa; DNA polymerase kappa (Homo sapiens), Q9UBT6; purified Pol kappa, fluorescent DNA synthesis assay, 10 min; Potency, µM (top dose mostly 107 µM), inactives show top-dose activity, negative = inhibition, usual class: inhibitors; 400,000 tested, 0.53% active; AID 588579, 2011; also: % is scaled to controls: 0 for no effect and ±100 for the full control effect
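Pol kappa 10 nM + cpd, 15 min RT; start w/ substrate 50 nM final; fluorescence kinetic read, 0 and 10 min. Neg ctrl: buffer, no enzyme.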
POLB inh: qHTS Assay for Inhibitors of DNA Polymerase Beta; P06746; Pol beta primer extension/strand displacement, fluorescence kinetic; Potency, µM (series often up to 114 µM), for the others: at the top dose activity change, negative = inhibition, actives largely listed as inhibitors; 340,000 tested, 1.3% active; AID 485314, 2010; also: % is scaled to controls: 0 for no effect and ±100 for the full control effect
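10 nM enzyme + cpd, 15 min RT; start with substrate 50 nM final; read 0 min and after 10 min RT. Corrected, normalized data; 4-parameter Hill curve fit.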
Anesthetic bind: qHTS Assay for Identification of Novel General Anesthetics | Ferritin light chain (Equus caballus), P02791 | apoferritin/1-aminoanthracene competitive binding, fluorescence | Potency, µM (highest dose often 77.5 µM), for the others: top-dose activity change, negative = displacement, usual class: inhibitors | 350,000 tested, 0.074% active | AID 485281, 2010; also: % is scaled to controls: 0 for no effect and ±100 for the full control effect; nearly all actives have a fitted effect of over 20% in size
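Horse-spleen apoferritin (10 uM) in 50% saturated 1-aminoanthracene in PBS was incubated 10 min at room temperature with compound. Fluorescence (ex 380, em 535 nm) was normalized to free and bound 1-AMA, with concentration-response fitted by a four-parameter Hill equation.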
BLM helicase inh: qHTS Assay for Inhibitors of Bloom's syndrome helicase (BLM); RecQ-like DNA helicase BLM (Homo sapiens), P54132; recombinant BLM DNA unwinding, fluorescence dequenching; Potency, µM (top dose mostly 56.1 µM), for inactives: top-dose activity change, negative = inhibition, hits mostly inhibitors; 350,000 tested, 0.2% active;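 also: plate controls were vehicle for no effect and no enzyme for full effect; nearly all actives have a fitted effect of over 35% in size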
POLI inh: qHTS for Inhibitors of Polymerase Iota; DNA polymerase iota (Homo sapiens), Q9UNA4; Pol iota fluorescent replication assay, 10 min; Potency, µM (series often up to 115 µM), for inactives: at the highest dose activity, negative = inhibition, hits mostly inhibitors; 390,000 tested, 1% active; AID 588590, 2011
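Pol iota at 10 nM preincubated 15 min with compounds at room temperature; reaction started with fluorescent substrate, 50 nM final. Fluorescence read kinetically at 0 and 10 min; buffer-only wells as negative control.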
APEX1 inh: qHTS Assay for Inhibitors of the Human Apurinic/apyrimidinic Endonuclease 1 (APE1); Potency, µM (top dose mostly 65.8 µM), inactives show at the top dose activity change, negative = inhibition, usual class: inhibitors; AID 2517, 2012; 350,000 tested, 0.35% active; recombinant APE1, TAMRA/BHQ-2 abasic DNA cleavage fluorescence;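 also: plate controls were vehicle for no effect and reference inhibitor for full effect; nearly all actives have a fitted effect of over 55% in size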
Target sequence (P27695 whole entry, looked up): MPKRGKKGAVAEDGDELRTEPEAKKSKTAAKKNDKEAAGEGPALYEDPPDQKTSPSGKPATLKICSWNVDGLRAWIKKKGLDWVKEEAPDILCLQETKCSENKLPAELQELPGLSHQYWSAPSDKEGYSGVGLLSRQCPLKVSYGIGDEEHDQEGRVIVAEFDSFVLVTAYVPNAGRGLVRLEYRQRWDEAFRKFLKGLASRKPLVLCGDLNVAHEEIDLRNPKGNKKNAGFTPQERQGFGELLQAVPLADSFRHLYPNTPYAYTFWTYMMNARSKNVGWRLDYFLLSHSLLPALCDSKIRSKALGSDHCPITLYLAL
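Kinetic fluorescence read (525 ex/598 em nm, three reads 60 s apart) of AP-site incision; signal = third minus first read. Enzyme 0.75 nM, dual-labelled THF duplex 50 nM, compound preincubation 15 min RT.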
BAZ2B inh: qHTS Assay for Inhibitors of BAZ2B; Bromodomain adjacent to zinc finger domain protein 2B (Homo sapiens), Q9UIF8; AlphaScreen BAZ2B-H3K14Ac peptide displacement; Potency, µM (titrated, usually from 114 µM), for inactives: top-dose activity change, negative = inhibition, most hits filed as inhibitors; 360,000 tested, 4.4% active; AID 504333, 2011; also: % is scaled to controls: 0 for no effect and ±100 for the full control effect; nearly all actives have a fitted effect of over 60% in size
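Complex of BAZ2B and biotin-H3K14Ac (50 nM apiece) forms over 30 min at RT, then faces library compounds up to 110 uM for another 30 min; AlphaScreen beads added, 20 min dark incubation, luminescence read.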
Pol eta inh: qHTS for Inhibitors of Polymerase Eta. recombinant Pol eta, fluorescent DNA replication assay. 390,000 tested, 1.2% active. DNA polymerase eta (Homo sapiens), Q9Y253. Potency, µM (doses to about 114 µM), without a hit: top-dose activity change, negative = inhibition, most hits filed as inhibitors. AID 588591, 2011; also: % is scaled to controls: 0 for no effect and ±100 for the full control effect
Target sequence (Q9Y253 whole entry, looked up): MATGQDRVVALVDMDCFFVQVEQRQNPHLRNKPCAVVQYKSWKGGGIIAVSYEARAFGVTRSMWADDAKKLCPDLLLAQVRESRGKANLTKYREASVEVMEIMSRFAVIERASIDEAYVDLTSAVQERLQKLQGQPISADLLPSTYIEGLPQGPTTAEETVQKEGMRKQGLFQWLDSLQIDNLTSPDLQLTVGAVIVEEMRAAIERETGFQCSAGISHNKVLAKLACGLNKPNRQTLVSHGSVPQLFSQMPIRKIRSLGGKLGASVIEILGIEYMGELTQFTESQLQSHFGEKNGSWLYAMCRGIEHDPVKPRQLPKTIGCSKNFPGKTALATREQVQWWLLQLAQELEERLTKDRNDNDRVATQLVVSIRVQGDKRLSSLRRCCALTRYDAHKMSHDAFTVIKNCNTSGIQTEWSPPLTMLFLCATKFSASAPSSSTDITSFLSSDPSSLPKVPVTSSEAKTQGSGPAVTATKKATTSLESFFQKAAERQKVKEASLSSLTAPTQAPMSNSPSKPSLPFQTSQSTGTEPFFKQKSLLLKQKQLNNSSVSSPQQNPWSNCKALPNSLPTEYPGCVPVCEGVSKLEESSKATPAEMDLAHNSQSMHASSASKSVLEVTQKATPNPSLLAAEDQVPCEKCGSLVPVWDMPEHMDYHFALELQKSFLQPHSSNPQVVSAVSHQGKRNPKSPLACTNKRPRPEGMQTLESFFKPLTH
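Pol eta (10 nM) was preincubated with compounds for 15 min at room temperature, after which fluorescent replication substrate (50 nM final) was added to start the reaction. Fluorescence was read kinetically at 0 and 10 min.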
G9a block: qHTS Assay for Inhibitors of Histone Lysine Methyltransferase G9a; Histone-lysine N-methyltransferase EHMT2 (Homo sapiens), Q96KQ7; AID 504332, 2011; Potency, µM (doses to about 102 µM), for the others: at the highest dose activity, negative = inhibition, usual class: inhibitors; 350,000 tested, 8.8% active; G9a H3K9 monomethylation, AlphaScreen, 2 h; also: % is scaled to controls: 0 for no effect and ±100 for the full control effect; nearly all actives have a fitted effect of over 75% in size
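Readings reflect AlphaScreen signal from monomethyl-H3K9 antibody detection. HMT at 20 nM; substrate b-H3K9 500 nM; cofactor SAM 20 uM; 2 h RT reaction; compounds tested as titrations in qHTS with 15 min preincubation.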
The depositor's hits bear a star; ? = inconclusive; nt = not tested or not shown; [ ] = another dose, or the depositor's remark. Calls follow the shape of the dose curve; as a rule, active = well fitted curve in the direction sought with a large enough effect; inconclusive = small, poorly fitted or top-dose-only effect, or another doubt; inactive = no such curve, though single readings can be large; an effect the other way counts as inactive or inconclusive. Potency is read from the fitted curve at half-maximal effect.

no.	SMILES	Pol kappa inh	G9a block	BAZ2B inh	BLM helicase inh	POLB inh	POLI inh	APEX1 inh	Pol eta inh	Anesthetic bind
1	COc1ccc(/C=C2\Sc3ccc(C(=O)NCCCN4CCCC4)cc3N(C)C2=O)cc1OC	-10%	?	?	-2%	0%	4%	-37%	-23%	-12%
2	CC(C)(C)OC(=O)N/N=C/c1ccc(Br)cc1	-6%	-32%	0%	-2%	27%	30%[activator]	10%	-22%	-8%
3	Cc1ccc(Cc2nc(-c3ccccn3)no2)cc1	-2%	1%[59 µM]	-3%	1%	23%	12%	-2%	-19%	?
4	Cc1cc2c(C)ccc(C)c2nc1SCC(=O)c1cccs1	0%	92%[activator][59 µM]	28%	-3%	3%	15%	-1%	-14%	-9%
5	CCOc1cc(C2C(C#N)=C(N)Oc3n[nH]c(-c4ccccc4)c32)ccc1O (stereo not drawn)	-2%	-5%[12.7 µM]	?	0%	37%	25µM*	-2%	1%	-3%
6	Cc1ccc(S(=O)(=O)N[C@H](C(=O)OCC(=O)NC(=O)Nc2ccc3c(c2)OCCO3)C(C)C)cc1	1%	1%[59 µM]	-32%	-5%	-13%	-10%	-11%	-22%	4%
7	CC(C)NC(=O)CSc1cn(CC(=O)N2CCCCCC2)c2ccccc12	-17%	-1%[59 µM]	-10%	-2%	?	-11%	nt	-10%	-5%
8	COc1cc2c(cc1OC)C(c1ccc3c(c1)OCO3)CC(=O)N2 (stereo not drawn)	-10%	-2%	-24%	-1%	1%	22%	-7%	-6%	0%
9	Nn1cnnc1SCC(=O)Nc1ccc(C2CCCCC2)cc1	-8%	-7%	-2%	1%	15%	7%	1%	-3%	7.1µM*
10	CC(=O)c1sc(NC(=O)COc2ccc(C)c(C)c2)nc1C	-11%	4%[59 µM]	2%	-6%	12%	-2%	1%	-14%	27%
11	Cc1ccc(CNC(=O)C2CCCN(c3nc4ccccc4n4cccc34)C2)cc1 (stereo not drawn)	-19%	-11%[59 µM]	-18%	-6%	-16%	20%	nt	-5%	7%
12	Cc1ccc(COc2ccsc2-c2n[nH]c(=S)n2C)cc1	-6%	nt	?	-4%	26%	23%	17%	-10%	-10%
13	Cc1ccccc1NS(=O)(=O)c1ccc(C(=O)NCC(c2ccco2)N(C)C)cc1 (stereo not drawn)	-15%	-7%	-7%	nt	nt	?	14%	?	nt
14	CSCC[C@H](NC(=O)OCc1ccccc1)C(=O)O	-5%	-39%[59 µM]	-8%	-9%	9%	1%	16%	-11%	-9%
15	CCOc1ccc(N(CC(=O)N2CCCCCC2)S(=O)(=O)c2ccc(C)cc2)cc1	-1%	nt	-27%	-6%	-4%	89%[activator]	-2%	-24%	-7%
16	COc1ccc(C(=O)OC2CCN(C)CC2)cc1	-4%	0%[59 µM]	14%	4%	8%	9%	11%	-17%	13%
17	Cn1cc(/C=C/C(=O)N2CCCC(C(=O)c3ccc(C(C)(C)C)cc3)C2)cn1 (stereo not drawn)	-7%	-25%	-24%	-5%	-27%	14%	1%	-13%	?
18	O=C(CSc1nnc(-c2cccnc2)n1-c1ccc(SC(F)F)cc1)N1CCCc2ccccc21	-7%	?	?	-7%	-17%	9%	?	-5%	1%
19	CC(C(=O)Nc1ccc(S(=O)(=O)N2CCOCC2)cc1)N(c1ccccc1)S(C)(=O)=O (stereo not drawn)	-6%	-9%[12.7 µM]	5%	-2%	8%	6%	1%	-15%	5%
20	O=C(c1ccccc1Cl)N(C(=O)c1ccccc1Cl)c1nccc(-c2cccs2)n1	-5%	8%[59 µM]	7%	-10%	10%	-9%	12%	-14%	1%

Filtered by structure, those above containing a thiophene ring, fused or not.
no.	SMILES	Pol kappa inh	G9a block	BAZ2B inh	BLM helicase inh	POLB inh	POLI inh	APEX1 inh	Pol eta inh	Anesthetic bind
4	Cc1cc2c(C)ccc(C)c2nc1SCC(=O)c1cccs1	0%	92%[activator][59 µM]	28%	-3%	3%	15%	-1%	-14%	-9%
12	Cc1ccc(COc2ccsc2-c2n[nH]c(=S)n2C)cc1	-6%	nt	?	-4%	26%	23%	17%	-10%	-10%
20	O=C(c1ccccc1Cl)N(C(=O)c1ccccc1Cl)c1nccc(-c2cccs2)n1	-5%	8%[59 µM]	7%	-10%	10%	-9%	12%	-14%	1%

New compounds follow:
no.	SMILES	Pol kappa inh	G9a block	BAZ2B inh	BLM helicase inh	POLB inh	POLI inh	APEX1 inh	Pol eta inh	Anesthetic bind
21	COCCn1nnnc1C(C(C)C)N1CCOCC1 (stereo not drawn)	-3%	79µM*	-3%	-1%	51%	-9%	16%	3%	-7%
22	COCCC(=O)N1CCC(Oc2ccc(C(=O)N(C)C(C)c3ccon3)cc2)CC1 (stereo not drawn)	4%	9%	-3%	1%	1%	-8%	2%	0%	-5%
23	COc1ccc(Br)cc1CC1C(=O)Nc2ccccc21 (stereo not drawn)	-23%	-33%[59 µM]	-22%	-1%	-25%	5%	nt	-10%	-6%
24	COCCCn1cnnc1SCc1nc2sc(C(C)=O)c(C)c2c(=O)[nH]1	-35%	-9%	?	-15%	-6%	-19%	?	-7%	-6%
25	CSCCC1NC(=O)N(CC(=O)Nc2cc(C)on2)C1=O (stereo not drawn)	0%	?	-32%	nt	nt	-14%	3%	-10%	nt
26	CCOc1ccc(C(=O)N/N=C/c2ccc(SC)cc2)cc1	-6%	-2%[59 µM]	1%	-3%	19%	30%	-2%	-15%	-6%
27	CN(c1ccccc1C(=O)N1CCOCC1)S(C)(=O)=O	-3%	8%[59 µM]	10%	3%	0%	-3%	-8%	-17%	-15%
28	COc1ccc(S(=O)(=O)Nc2ccc3c(c2)C(=O)N([C@H](C)CO)C[C@H](C)[C@@H](CN(C)C(=O)Nc2c(C)noc2C)O3)cc1	-4%	nt	nt	nt	nt	61%[activator]	8%	0%	nt
29	COc1ccc(S(=O)(=O)N2CCN(CC(O)CN3CCOCC3)CC2)cc1 (stereo not drawn)	-1%	-6%[59 µM]	9%	nt	nt	24%	1%	-18%	nt
30	Cc1ccc(S(=O)(=O)NCCC(=O)O)cc1	-6%	5%[59 µM]	4%	1%	4%	3%	-1%	5%	0%
31	COc1ccc(C(CNS(=O)(=O)c2ccc(NC(C)=O)c(OC)c2)N2CCCC2)cc1 (stereo not drawn)	-12%	nt	nt	nt	nt	46%[activator]	22%	-20%	nt
32	O=C(O)c1nnn(-c2cccc(C(F)(F)F)c2)c1-c1ccccc1	-2%	nt	2%	-10%	?	25%	-2%	-4%	0%
33	O=CN1CCN(C2CC(=O)N(c3ccc(Br)cc3)C2=O)CC1 (stereo not drawn)	-1%	?	4%	-6%	-3%	-13%	-3%	-2%	-8%
34	COc1ccccc1OCC(=O)N/N=C1/SCC(=O)N1Cc1ccccc1	-1%	?	-1%[57.1 µM]	-2%	-5%	17%	16%	5%	-15%
35	Cc1ccc(SCC(=O)NCCc2ccc(F)cc2)cc1	-6%	-1%	5%	-6%	24%	34%[activator]	10%	-18%	-11%
36	CCN(C(=O)c1cnc(OC)cc1C(F)(F)F)c1ccc(Cl)cc1Cl	-2%	115%[activator]	5%	-1%	-1%	108%[activator]	-1%	-20%	-12%
37	C#CCN(C)Cc1ccccc1	6%[60.1 µM]	17%[59 µM]	13%	2%	42%	-16%	-3%	5%	-1%
38	CCC(C)NC(=O)c1cn(-c2cccc(OC)c2)c(=O)c2ccccc12 (stereo not drawn)	-2%	33%	9%	-2%	32%	26%	-4%	-17%	-4%
39	O=C(CN1CCN(Cc2ccccc2Cl)CC1)N/N=C/C=C/c1ccccc1[N+](=O)[O-]	-1%	?	?	-4%	-26%	5%	-1%	-11%	?
40	O=C(O)Cc1ccc2[nH]c3ccc(CC(=O)O)cc3c2c1	-19%	?	-31%	3%	20%	1%	-3%	2%	-3%
41	C=CCNc1nc(N)c([N+](=O)[O-])c(NCCO)n1	-9%	18%	-8%	4%	28%	167%[activator]	3%	-14%	-10%
42	CCc1cccc(NC(=O)COC(=O)c2cc(=O)c3ccccc3o2)c1	-11%	?	6%	nt	nt	21%	-7%	-11%	nt
43	O=C(O)C(Cc1ccccc1)N1C(=O)CCC1=O (stereo not drawn)	3%	22%[0.0925 µM]	-13%	-1%	-26%	121%[activator]	-2%	-14%	2%
44	Cc1ccc(S(=O)(=O)Nc2ccc(C(=O)NCCCn3ccnc3)cc2)cc1[N+](=O)[O-]	-3%	2%[59 µM]	-31%	nt	nt	25%	29%	-25%	nt
45	COC(=O)c1ccccc1Sc1c(/C=N/OC(=O)c2ccccc2)c(C(F)(F)F)nn1C	-4%	-29%[59 µM]	2%	-15%	-7%	1%	-2%	-14%	-12%
46	CCOc1cccc(C2/C(=C(\O)c3ccc4c(c3)OCCO4)C(=O)C(=O)N2Cc2ccncc2)c1 (stereo not drawn)	6%	-10%	-16%[57.1 µM]	1%	26%	9%	37%	-12%	5%
47	C/C(=N/NC(=O)c1cnccn1)c1cccs1	-10%	-10%[59 µM]	?	-1%	14%	5%	3%	-13%	-6%
48	CCc1ccc(C(C(=O)NC2CCCC2)N(Cc2cccnc2)C(=O)c2csnn2)cc1 (stereo not drawn)	-15%	22%	3%	2%	52%	9%	-5%	-5%	-11%
49	Cc1ccc(CNC(=O)c2sc3nc4n(c(=O)c3c2C)CCCC4)cc1	-3%	?	50µM*	-12%	?	3%	nt	-20%	65%[activator]
50	Cc1ccccc1C(=O)N1CCCN(C(=O)c2ccccc2C)CC1	2%	3%[59 µM]	8%	1%	29%	-3%	-3%	-6%	-7%

Screening data deposited in PubChem by National Center for Advancing Translational Sciences (NCATS).

An excerpt; rates above refer to the full screens.
